# ZTA counter: counter-screen for EBNA-1 inhibitors: inhibitors of Epstein-Barr virus ZTA; P03206; 320,000 tested, 0.15% active; ZTA-DNA binding, fluorescence polarization; inhibition, % at 11 µM; in the data active = inhibition above about 33%
# Target sequence (P03206 whole entry, looked up): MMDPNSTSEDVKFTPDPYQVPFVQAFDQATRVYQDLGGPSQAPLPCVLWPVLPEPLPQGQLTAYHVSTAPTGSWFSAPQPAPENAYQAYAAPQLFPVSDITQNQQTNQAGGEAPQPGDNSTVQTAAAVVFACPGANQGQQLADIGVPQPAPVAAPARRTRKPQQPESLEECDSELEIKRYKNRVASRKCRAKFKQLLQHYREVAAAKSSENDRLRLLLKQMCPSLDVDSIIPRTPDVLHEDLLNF
# PAD4 FP inh: PAD4 (human) enzyme inhibition | AID 485272 | inhibition, % at 6.36 µM | recombinant PAD4, RCA probe fluorescence polarization | 330,000 tested, 0.41% active;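 active = percent inhibition above a cutoff equal to the mean of all tested compounds plus 3 SD, cut at about 15% in these data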;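 note: 0% = PAD4 with RCA probe and DMSO and 100% = probe without PAD4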
# EBNA-1 inh: blocks EBNA-1 binding to DNA; EBNA-1 DNA binding, fluorescence polarization; inhibition, % at 14.8 µM; 300,000 tested, 0.34% active; AID 1950; in the data active = inhibition above about 28%
# LYPLA2 counter: blocks human lysophospholipase 2, a PME1 counter-screen. O95372. recombinant LYPLA2, FP-Rh probe fluorescence polarization. inhibition, % at 5.9 µM. 320,000 tested, 0.38% active;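 active = inhibition above the screen-wide mean plus 3 SD, limit set per campaign, cut at about 26% in these data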;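 note: 0% = LYPLA2 with DMSO and 100% = wells lacking LYPLA2 enzyme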
# LYPLA1 inh: blocks human lysophospholipase 1, a PME1 counter-screen; inhibition, % at 5.9 µM; recombinant LYPLA1, FP-Rh probe fluorescence polarization; 320,000 tested, 0.16% active; AID 2174;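 active = inhibition above the mean of all tested compounds plus 3 SD, set per campaign, cut at about 14% in these data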;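 note: inhibitors block serine hydrolase probe labeling of LYPLA1 so polarization falls; 0% = enzyme with DMSO and 100% = wells lacking LYPLA1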
# Target sequence (O75608 whole entry, looked up): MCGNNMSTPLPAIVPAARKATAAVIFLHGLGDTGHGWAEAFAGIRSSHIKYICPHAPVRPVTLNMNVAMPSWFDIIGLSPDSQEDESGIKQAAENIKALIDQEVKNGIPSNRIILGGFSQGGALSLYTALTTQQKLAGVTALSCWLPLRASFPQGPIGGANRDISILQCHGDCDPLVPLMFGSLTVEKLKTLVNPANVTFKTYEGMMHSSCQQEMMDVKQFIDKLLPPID
# PAFAH2 inh: inhibitors of human PAFAH2; recombinant PAFAH2, FP-rhodamine activity probe, fluorescence polarization; inhibition, % at 3.39 µM; 340,000 tested, 0.99% active; AID 492956;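 active = inhibition above the mean over all tested compounds plus 3 SD, cut at about 30% in these data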;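 note: inhibitors block probe labeling of enzyme so polarization drops; 0% = enzyme with DMSO and 100% = wells lacking PAFAH2 protein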
# PAFAH1B3 inh: inhibitors of human PAFAH1B3 | inhibition, % at 3.39 µM | 340,000 tested, 0.28% active | recombinant PAFAH1B3, FP-rhodamine probe, fluorescence polarization | AID 492972 | Q15102;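 active = inhibition above the screen-wide average of all tested compounds plus 3 SD, cut at about 25% in these data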;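 note: 0% = enzyme with DMSO only and 100% = wells lacking PAFAH1B3 protein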
# Target sequence (Q15102 whole entry, looked up): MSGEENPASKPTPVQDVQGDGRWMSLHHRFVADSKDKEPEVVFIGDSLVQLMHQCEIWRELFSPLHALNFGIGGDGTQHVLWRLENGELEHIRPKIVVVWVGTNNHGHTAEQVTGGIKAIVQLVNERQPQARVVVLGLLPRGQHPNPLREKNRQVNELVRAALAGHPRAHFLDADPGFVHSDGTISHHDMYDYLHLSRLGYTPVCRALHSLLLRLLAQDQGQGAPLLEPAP
# PREPL inhibitor: inhibits the human prolyl oligopeptidase-like enzyme; Q4J6C6; recombinant PREPL, fluorescence polarization activity-based probe; inhibition, % at 5.96 µM; 320,000 tested, 0.68% active; in the data active = inhibition above about 43%;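 note: 0% = enzyme with DMSO and 100% = wells lacking enzyme; many of its hits are not listed in these tables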
# GSTO1 counter: counter-screen for RBBP9 inhibitors: inhibitors of human GSTO1; AID 1974; 300,000 tested, 1.1% active; recombinant GSTO1, activity-based probe fluorescence polarization; inhibition, % at 5.96 µM;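 active = inhibition above the campaign mean inhibition plus 3 SD, cut at about 35% in these data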;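 note: 0% = GSTO1-1 with DMSO and 100% = wells lacking GSTO1-1 enzyme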
# Target sequence (P78417 whole entry, looked up): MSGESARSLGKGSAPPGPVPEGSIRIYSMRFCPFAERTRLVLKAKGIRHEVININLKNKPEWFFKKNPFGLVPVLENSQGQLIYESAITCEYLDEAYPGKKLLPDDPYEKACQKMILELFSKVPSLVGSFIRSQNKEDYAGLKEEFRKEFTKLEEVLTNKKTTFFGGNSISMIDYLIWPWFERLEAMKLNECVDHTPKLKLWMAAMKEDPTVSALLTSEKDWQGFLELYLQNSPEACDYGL
# An asterisk follows results filed as active; . = no result given; & = joins results of further samples. Only part of the results is shown, so the mix of outcomes need not match the whole.
SMILES,ZTA counter,PAD4 FP inh,EBNA-1 inh,LYPLA2 counter,LYPLA1 inh,PAFAH2 inh,PAFAH1B3 inh,PREPL inhibitor,GSTO1 counter
CCOC(=O)CN1NC2(CCCCC2)NC1=S,-6,-1,-16,6,-3,10,6,2,5
OCCC1CN(Cc2cnc(N3CCOCC3)s2)CCN1C1CCCC1 (stereo not drawn),-11,4,4,0,-3,-2,7,7,4
COc1ccc(Cl)cc1NC(=S)Nc1ccccc1F,4,-1,-17,-6,-1,3,11,-7,-5
CCCSc1nc2c(c(=O)[nH]c(=O)n2C)n1CC(O)COc1ccccc1 (stereo not drawn),-3,2,-2,4,0,-1,10,6,-13
CS(=O)(=O)n1nc(-c2ccco2)nc1N,-19,-1,7,6,1,1,0,3,-5
N=c1c2c(-c3ccccc3)c(-c3ccccc3)n(Cc3ccccc3)c2ncn1CCO,4,-2,-4,-3,-1,1,6,19,5
CCOC(=O)N1CCC(N2Cc3cccc(C(=O)N4CCN(C5CCCCC5)CC4)c3C2=O)CC1,2,-4,1,8,1,8,4,-2,1
CCCCC(=O)Nc1ccc(C(=O)Nc2ccc(S(=O)(=O)Nc3nccc(C)n3)cc2)cc1,-4,0,-2,-1,-3,-13,-4,10,-6
Cc1nn(Cc2noc(C(=O)NCC3CCCO3)n2)c(C)c1Br (stereo not drawn),1,-4,2,-2,4,-6,11,7,1
CCN(C(=O)CN1C(=O)CN(C)C1=O)c1cccc2ccccc12,.,3,.,.,.,2,6,-5,.
O=[N+]([O-])c1c(NCCCO)cc(N2CCCCCC2)c2nonc12,-2,-2,-5,4,-1,0,8,12,15
COc1ccc(-c2cc(C(F)(F)F)nc(SCCC(=O)NCc3ccccc3)n2)cc1,7,-1,10,-4,-3,6,5,-7,7
CCOc1ccc(S(=O)(=O)N2CCC(c3ccccc3)CC2)cc1C(=O)O,0,2,-3,0,-2,-12,8,-16,0
O=C(N/N=C/c1ccc(C(F)(F)F)cc1)c1ccc(O)cc1,-22,-2,2,3,-6,-1,-5,8,-5
CCn1c(CNC(=O)c2ccccc2F)nnc1SCc1nc2ccccc2c(=O)[nH]1,8,-11,-16,-2,0,.,.,13,-4
Cc1cc(C)c2c(c1)/C(=N/NC(=S)Nc1ccc(F)cc1)CCC2,17,-2,-5,6,7,8,7,1,7
CC1(C)SC2C(NC(=O)COc3ccccc3)C(=O)N2C1C(=O)O (stereo not drawn),-14&-9,-1&4,-3&-13,0&-5,2&-1,-3&-3,-7&10,5&-6,4&-3
COCCNc1ncnc2c1[nH]c1ccccc12,-3,2,8,-2,4,-3,6,-3,-1
COc1cccc(CC2(CO)CCN(Cc3cccn3-c3cccnc3)CC2)c1,6,-2,6,-1,2,9,7,11,0
CCOc1ccccc1NS(=O)(=O)c1c[nH]c(C(=O)OC)c1,-23,-1,-6,-8,0,0,6,6,3

# Compound profiles, from the list above.
# CC1(C)SC2C(NC(=O)COc3ccccc3)C(=O)N2C1C(=O)O (stereo not drawn) reads ZTA counter: -14&-9; PAD4 FP inh: -1&4; EBNA-1 inh: -3&-13; LYPLA2 counter: 0&-5; LYPLA1 inh: 2&-1; PAFAH2 inh: -3&-3; PAFAH1B3 inh: -7&10; PREPL inhibitor: 5&-6; GSTO1 counter: 4&-3
# COc1ccc(-c2cc(C(F)(F)F)nc(SCCC(=O)NCc3ccccc3)n2)cc1 reads ZTA counter: 7; PAD4 FP inh: -1; EBNA-1 inh: 10; LYPLA2 counter: -4; LYPLA1 inh: -3; PAFAH2 inh: 6; PAFAH1B3 inh: 5; PREPL inhibitor: -7; GSTO1 counter: 7

# More entries
SMILES,ZTA counter,PAD4 FP inh,EBNA-1 inh,LYPLA2 counter,LYPLA1 inh,PAFAH2 inh,PAFAH1B3 inh,PREPL inhibitor,GSTO1 counter
CC(C)(C)NC(=O)c1ccc2c(c1)CCO2,10,-1,6,-8,-2,-3,7,0,-3
N#CC1=C(N)OC2=C(C(=O)CCC2)C1c1cccs1 (stereo not drawn),0,2,-8,-5,-1,-6,7,-2,-3
CCc1ccc(C(=O)N2CCCC2)s1,-8,-5,-2,-3,-1,-3,7,23,0
CC(=O)N/C(=C\c1ccc2c(c1)OCO2)C(=O)NC(C(=O)O)c1ccccc1 (stereo not drawn),-16,1,13,5,3,0,-2,5,12
O=C(Cc1ccc(Cl)cc1)NCC(=O)N1CCN(Cc2ccccc2)CC1,-9,-2,-7,-2,0,6,2,0,-5
O=C(C1=C[C@H](c2ccccc2)C[C@H](OCCCCO)O1)N1CCOCC1,-4,1,-6,2,-2,2,6,5,0
Cc1cc(S(=O)(=O)NCC(C)C)ccc1OCC(=O)NCC1CCCO1 (stereo not drawn),8,-1,-2,1,0,5,5,-1,-6
COc1ccc(NC(=O)C(=O)N/N=C(\C)CC(=O)Nc2ccccn2)c(OC)c1,-11,-1,8,-2,-1,-4,2,3,-5
N#CC(c1nc2ccccc2nc1N1CCCC1)S(=O)(=O)c1ccccc1 (stereo not drawn),2,-8,3,0,-2,4,13,42,53*
CCN(Cc1ccccc1)S(=O)(=O)c1ccc(S(=O)(=O)N2CCN(C)CC2)cc1,-2,-1,-13,-3,1,5,6,8,-2
CCc1cc(=O)oc2cc(C)cc(O)c12,-4,-1,3,11,2,4,-2,17,-4
CC1CCCN(S(=O)(=O)c2ccc(Cl)s2)C1 (stereo not drawn),0,-4,6,5,2,-2,4,5,8
CN(C(=O)c1ccc(OC2CCN(S(=O)(=O)N(C)C)CC2)cc1)C1CCCCC1,-5,-3,-9,3,0,3,-3,9,-7
CCOC(=O)Cn1cnc2scc(-c3ccc(C)c(C)c3)c2c1=O,12,3,7,-1,-1,4,1,16,1
CC(=O)c1cccc(NC(=O)N2CCCC2C(=O)NC2CCCCC2)c1 (stereo not drawn),-27,3,5,6,-1,0,-3,5,-6
CCCCCn1c(CNC(=O)CC)nc2ccccc21,0,4,-1,1,2,14,3,3,-3
O=C(CCN1N=C(c2ccccc2)CCC1=O)NCC1COc2ccccc2O1 (stereo not drawn),6,-2,-2,-2,-3,2,5,-10,-2
O=C(Nn1cnnc1)c1cc(-c2ccccn2)nc2ccccc12,16,-8,-17,8,-2,1,11,15,-3
C=CCOc1ccccc1CNc1ccccc1C,-1,1,-6,-3,-1,7,10,0,-1
O=C(COc1ccccc1)N=C1SC2CS(=O)(=O)CC2N1CCc1ccccc1 (stereo not drawn),5,4,-4,0,1,1,3,1,2
COCCOC(=O)C1=C(C)NC2=C(C(=O)CC(C)(C)C2)C1c1ccc2c(c1)OCO2 (stereo not drawn),-8,3,-5,2,-2,-3,5,4,6
CC(=O)Nc1ccc(NC(=O)C2CC(=O)N(c3cccc(Cl)c3)C2)cc1 (stereo not drawn),8,-6,-2,-6,-2,4,1,13,7
C[C@H](CO)N1C[C@H](C)[C@@H](CN(C)C)Oc2c(NC(=O)CCC(F)(F)F)cccc2C1=O,.,3,.,.,.,4,2,15,.
C1COCCNCCOCCOCCN1,-2,0,8,6,1,-8,-2,-1,0
COCCCNC(=O)C1CC(=O)OC1c1ccc(OC)c(OC)c1 (stereo not drawn),-5,0,-11,-1,0,4,-2,7,9
Cc1nnc(N/N=C/c2c(O)n(-c3cccc(C(F)(F)F)c3)c(=O)c3ccccc23)[nH]c1=O,-14,-3,-4,1,0,.,.,12,39*
CCN1CCN(C(=O)c2ccc(-c3nc4ccccc4s3)s2)CC1,-5,2,-3,5,1,4,6,-5,2
O=C(Nc1ccc(Cl)cc1C(=O)Nc1ccncc1)c1ccco1,4,-1,-1,-11,-9,5,7,1,-5
CCOC(=O)C1=C(CC)OC(N)=C(C#N)C1c1cccs1 (stereo not drawn),-15,-1,2,2,-2,-2,12,26,12
CC1(CC(=O)N/N=C/c2ccc(OCc3ccc(Cl)cc3Cl)cc2)OCCCO1,-6,-3,11,6,-6,-6,8,39,-18
CCN(CC)S(=O)(=O)c1ccc(N2CCCC2)c(NC(=O)Cc2c(F)cccc2Cl)c1,18,-5,1,2,0,2,1,-5,3
Cc1ccnc(NS(=O)(=O)c2ccc(Cl)nc2)c1,-12,1,0,4,-2,2,6,-1,7
S=C(c1ccc(-c2cc(Cl)ccc2Cl)o1)N1CCCCC1,-17,-6,-6,-1,-2,-2,2,15,0
CCC1CCC(C(=O)NC(CCSC)C(=O)NCCc2ccc(S(N)(=O)=O)cc2)CC1 (stereo not drawn),0,0,7,13,-1,9,2,4,3
O=C(Nc1ccccc1Cl)N1CCN(c2ccccn2)CC1,7,-2,13,8,5,-3,6,4,1
Cc1ccc(N2CC(C(=O)Nc3ccccc3C(=O)N3CCOCC3)CC2=O)cc1 (stereo not drawn),-18,0,-4,-1,-3,-4,1,9,0
O=C(COc1ccccc1)N/N=C/c1ccc2c(c1)OCO2,14,-4,5,-1,-2,2,9,-6,-9
COc1ccc2cc3c(N)nn(C(=O)c4ccccc4[N+](=O)[O-])c3nc2c1,5,-2,-1,-9,-6,-2,11,15,-6
Cc1c(NC(=O)c2ccc(Br)o2)c(=O)n(-c2ccccc2)n1C,-9,1,3,-1,-1,0,1,4,4
c1ccc(Oc2ccc(-c3ccnc4ncnn34)cc2)cc1,10,5,4,9,3,4,4,-4,-4
CCCOc1ccc(N2C(=O)CC(N(Cc3ccc(S(N)(=O)=O)cc3)C(=O)CC)C2=O)cc1 (stereo not drawn),-10,-1,-14,1,1,5,5,-4,-4
COc1ccc(-c2cc(C)no2)cc1S(=O)(=O)N1CCN(C(=O)c2ccco2)CC1,5,0,0,9,2,-2,4,-4,1
O=C(O)/C(=C\c1cccc(OCc2ccccc2)c1)c1ccc(F)cc1,4,-7,-12,-3,3,5,10,-13,11
CCC(Sc1nc2cc(OC)c(OC)cc2c(=O)n1Cc1ccc(OC)cc1)C(=O)NCCOC (stereo not drawn),-17,1,8,-6,-4,0,3,-5,4
O=C1CCCN1CCCNc1ccc2nnc(CCC(=O)N3CCN(c4ccc(F)cc4)CC3)n2n1,4,-6,-4,4,2,-1,9,17,0
CCOC(=O)CCCCCC(=O)Nc1ccc2c(c1)CC(=O)N([C@H](C)CO)C[C@@H](C)[C@H](CN(C)Cc1ccc3c(c1)OCO3)O2,.,0,.,.,.,7,1,27,.
O=C(N[C@@H](Cc1ccc(Br)cc1)C(=O)O)OCC1c2ccccc2-c2ccccc21,10,1,7,-3,0,6,-2,2,3
COc1ccc(S(=O)(=O)N2CCN(C(=O)c3cc(C4CC4)nn3-c3ccccc3)CC2)cc1OC,.,-1,.,.,.,8,7,-16,.
N/C(=N\OC(=O)COc1ccc(Br)cc1)c1ccncc1,-22,6,0,4,2,-5,-1,9,-2
CCN(CC)S(=O)(=O)c1cccc(NC(=O)CCNC(=O)c2ccccc2Cl)c1,-6,-4,0,18,2,12,-4,4,0
Cc1sc2c(=O)n3c(nc2c1C(=O)NCCCN1CCOCC1)CCCCC3,6,-2,9,1,0,-4,-4,11,-3
O=C(C1=C(O)C(=O)N(CCN2CCOCC2)C1c1ccc(F)cc1)c1cc2ccccc2o1 (stereo not drawn),4,1,-4,1,-1,-4,4,31,6
O=C1c2ccccc2C(=O)N1CCCCN(C(=O)c1ccco1)c1ccc(Cl)cc1,13,2,-6,5,-4,-9,-5,7,-8
OCCC1CN(Cc2ccc3nsnc3c2)CCN1C1CCCC1 (stereo not drawn),-28,1,1,0,-4,4,-1,7,7
CC(C)CC(=O)Nc1c2c(nn1-c1ccc(F)cc1)CS(=O)(=O)C2,27,2,8,1,2,1,13,3,4
O=C1NC(=O)/C(=C/c2ccco2)N1,7,1,.,5,2,-5,1,0,.
CC(C)(C)NC(=O)C(c1ccccc1)N(C(=O)c1csnn1)C1CC1 (stereo not drawn),3,0,-8,1,0,3,1,-3,-2
